Assay outcomes from PubChem.
Growth percent in the NCI-60 one-dose screen (48 h, 10 µM unless noted): 100 = growth as untreated, 0 = no growth, -100 = all killed.
HL-60(TB) = HL-60(TB) leukemia cells | 78,000 tested, 9% active | AID 1794776; active = growth percent below 10
An asterisk follows results filed as active; & = joins results of further samples. Some of the compounds tested. The share of hits here may be higher or lower than overall.

SMILES | HL-60(TB)
O=C1CSC(=S)N1Cc1cccnc1 | 14
N#Cc1ccc(-c2cc3cnc4ccccc4c3oc2=O)cc1 | 102
O=C(Cn1cc(-c2ccccc2)nn1)Nc1ccc2c(ccn2Cc2ccccc2)c1 | 122
C/C(=N\NC(=O)CSc1nc2ccccc2c(=O)n1CCc1ccc(S(N)(=O)=O)cc1)c1cccc(Cl)c1 | 67
COc1cc2c(c(OC)c1OC)C(=O)CC(c1cccc(C(=O)Nc3cccc(F)c3)c1)O2 (configuration not stated) | 72
COC(=O)C1=C(C(=O)c2ccccc2)C(c2ccccc2)c2c(nc(C)[nH]c2=O)O1 (configuration not stated) | 103
C=CCCN=C=S | 33
O=C1CC(=O)N(C(=O)c2nn(-c3ccc(Cl)cc3)cc2O)N1 | 4.5*
CC(C)(O)C(Br)(Br)Br | 114
CCC1(c2ccc(Cl)cc2)NC(=O)NC1=O (configuration not stated) | 79
COc1ccc2c(c1)c(CC(=O)[Se]CC#N)c(C)n2C(=O)c1ccc(Cl)cc1 | -14*
O=S1(=O)N=C2Oc3ccccc3N2c2ccncc21 | 78
C=CCN=c1sc2c(n1NC(=O)c1cc3ccc1CCc1ccc(cc1)CC3)C(=O)c1ccccc1C2=O | -20*
NCCCC[C@H](NC(=O)[C@@H]1CCCN1C(=O)Cc1cccc2ccccc12)C(=O)N[C@@H](CCCN=C(N)N)C(=O)NCCOCC(N)=O | 117
C/C(CCl)=N/NC1=NC(C)(CCC2(C)N=C(N/N=C(/C)CCl)SP2(=O)NC23CC4CC(CC(C4)C2)C3)P(=O)(NC23CC4CC(CC(C4)C2)C3)S1 (configuration not stated) | 89
CCn1c(Sc2nnc(Nc3ccc(F)cc3)s2)nc2c1c(=O)n(C)c(=O)n2C | 103
OCCOc1cc(Cl)c(Cl)cc1Cl | 85&74
NS(=O)(=O)c1ccc(C(=O)N/N=C/c2ccc(O)cc2)cc1 | 98
CCO/C=N/C1=C(C#N)C(c2ccc(OC)cc2)c2sc3c(C)cccc3c2O1 (configuration not stated) | -19*
CCOC(=O)C(C(=O)OCC)(c1ccccc1)C1CCCCCC1 | 101
CCCCNCCC(O)c1cc2ccc(C(F)(F)F)cc2c2cc(C(F)(F)F)ccc12 (configuration not stated) | -62*
CCOC(=O)c1ccc2n1CCCc1cnc(N)nc1-2 | 116
Cc1ccc(C(=O)Nc2ccc(CN3CCN(C)CC3)c(C(F)(F)F)c2)cc1 | 97
N#Cc1ccc(C(=O)C[n+]2cn(CC(=O)Nc3cccc4cccnc34)c3ccccc32)cc1 | 103
O=C(Nc1ccc([As]=[As]c2ccc(NC(=O)c3ccccc3)cc2)cc1)c1ccccc1 (configuration not stated) | -54*
COc1nc2c(c(=O)n(C)c(=O)n2C)n1C | 113
CN1CCN(Cc2ccc(NC(=O)c3cncc(C#Cc4cnc(N)c5ccccc45)c3)cc2C(F)(F)F)CC1 | -46*
CCOC(=O)CC1=C(O)c2ccccc2C(=O)C1=O | 101
NC(N)=NCCCCC(N)C(=O)O (configuration not stated) | 95
CC1COc2c(N3CCN(C)CC3)c(F)cc3c(=O)c(C(=O)NNC(=S)Nc4ccc(Cl)cc4Cl)cn1c23 (configuration not stated) | 111
Nc1nc(-c2cccc([N+](=O)[O-])c2)c(N=Nc2ccc([N+](=O)[O-])cc2Cl)s1 | 6.8*
O=C(N/N=C/c1c[nH]c2ccccc12)Nc1ccc(F)c(Cl)c1 | 16
Nc1nnc(CS(=O)(=O)Cc2ccccc2)s1 | 100
O=C(CC(=O)Nc1ccc(S(=O)(=O)NCCO)cc1)Nc1ccc(S(=O)(=O)NCCO)cc1 | 97
O=C1N=C2SC=C(c3ccccc3)N2C1CCN1CCOCC1 (configuration not stated) | 96
CC1(C)CC(NCc2ccccc2)=CC(=S)N1 | 101
CC(=O)c1c(-c2ccc(Cl)cc2)nc2cc(C)ccn12 | 104
COc1cc(C(=O)Nc2cccc(-c3cc(=O)c4ccccc4o3)c2)cc(OC)c1OC | 60
COc1ccc(-c2nc(SCCC(C)C)nc(Cl)c2C#N)cc1 | 95
CC(C)c1ccc(NCc2cn(-c3ccc(C(F)(F)F)cc3)nc2-c2ccc(C(=O)O)cc2)cc1 | 118
Cc1ccc(Cc2cnc(NC(=O)c3ccc(-n4cnnn4)cc3)s2)cc1 | 96
COc1ccc(-c2nc3c(s2)CC[C@@]2(C)C3=CC[C@H]3[C@@H]4CC[C@H](O)[C@@]4(C)CC[C@@H]32)cc1 | 113
O=C1C=CC(=Nc2cccc3c2C(=O)c2ccccc2-3)O1 | 85
CC1NC(C(=O)O)Cc2c1[nH]c1ccccc21 (configuration not stated) | 74
CC(=O)OCCN1C=C(S(C)(=O)=O)C2=NCCCN2C1=O | 99
C1=C2CN3CCC45c6ccccc6N6CCC(OC1)C(C2CC34)C65 (configuration not stated) | 96
COc1ccc(/C=N/OCC(O)CN2CCOCC2)cc1OC1CCCC1 (configuration not stated) | 101
C=CCc1cc(OC)cc(CC=C)c1O | 97
COc1ccc(-n2c(C)nc3c(c(C)nn3-c3ccccc3)c2=O)cc1 | -18*
O=C1NC(=O)C23C=CC(O2)C2(O)CCCc4cccc(c42)N13 (configuration not stated) | 88
O=C(O)CNC(=O)Cc1ccccc1 | 98
CC1=CC(c2ccco2)=C2C(N)=NNC2N1 (configuration not stated) | 106
CC(=O)c1cnc(-c2ccccc2)nc1CBr | 42
COC(=O)[C@H](Cc1c[nH]c2ccccc12)NC(=O)[C@H](Cc1ccccc1)NCc1ccco1 | 109
CCc1cccc(OC(=O)CCl)c1 | 103
O=C(Nc1nccs1)c1ccc(COc2ccccc2)o1 | 93
CCOc1nc2cccc(C(=O)O)c2n1Cc1ccc(-c2ccccc2-c2nn[nH]n2)cc1 | 109&109
C#CCOc1ccccc1C(=O)NNc1ccc([N+](=O)[O-])cc1[N+](=O)[O-] | 115
COc1cc(C=C(Br)Br)cc2c1OCO2 | 93
CCOP(=O)(CCN1CCN(CCCCCOc2cc3c(cc2OC)C(=O)N2CCC[C@H]2C=N3)CC1)OCC | 11

(continued)
SMILES | HL-60(TB)
CC(C)(O)C1c2ccccc2-c2ccccc21 | 89
O=C1CNC(c2cccnc2)N1O (configuration not stated) | 95
CCCCCCCCCCCCCC#N | 117
Oc1ccccc1/C=N/c1ccccn1 | 102
O=C(NC(=S)Nc1ccc(Cl)cc1)c1ccccc1 | 60
CC(C)CC(NC(=O)CN)C(N)=O (configuration not stated) | 92
CC(=O)Nc1ccc(N=Nc2ccc(N)c3cc(S(=O)(=O)O)ccc23)cc1 | 100
CC1CCCc2c1nc(N)c(C#N)c2-c1ccc(Cl)cc1 (configuration not stated) | 100
CCC(C)NC(=O)C1(N2C(=O)c3ccccc3C2=O)CCCC1 (configuration not stated) | 94
O=c1nc(-c2ccccc2)c2cc(-c3ccc(N4CCOCC4)cc3)ccc2[nH]1 | 64
COc1c(F)ccc(C(=O)Nc2ccc3nc(NC(=O)C4CCCN(S(=O)(=O)c5ccc6c(c5)CCC6)C4)sc3c2)c1F (configuration not stated) | 81
CO[C@@H]([CH2][Hg][S]C#N)[C@@H]([CH2][Hg][S]C#N)OC | 63
Cc1nc2cncc(C#Cc3cncc(C(=O)Nc4ccc(CN5CCN(C)CC5)c(C(F)(F)F)c4)c3)c2nc1C | -8.2*
COc1c(B(O)O)cccc1-c1nc2c(F)cc3n[nH]c(C)c3c2c2c1CCCC2 | 6.7*
N#C/C(=C\c1ccc(-c2ccccc2F)o1)c1nc(-c2cccs2)cs1 | 101
CC(=O)Nc1ccc(Nc2ccc(NCCO)c3c2C(=O)c2c(O)ccc(O)c2C3=O)cc1 | 106
O=C(O)C(=S)Cc1ccco1 | 132
O=C(/C=C/c1ccc(Oc2ccc(Br)cc2)cc1)c1ccc(Cl)cc1 | 79
CCN(CC)CCNCC(O)Cc1ccc(OC)cc1 (configuration not stated) | 59
O=C(O)C(Br)C(Br)C(=O)O (configuration not stated) | 94
COc1ccc(NC(=S)/N=c2\oc3c(OC)cccc3cc2-c2cc3ccccc3[nH]2)cc1 | 93
O=C(NN1C(=O)CSC1c1cccc([N+](=O)[O-])c1)c1ccc(NC(=O)c2ccccn2)cc1 (configuration not stated) | 68
CC(C)(C)C(=O)CC(=O)c1cccnc1 | 108
N#C/C(=C\c1cccc(Cl)c1)c1cc2ccccc2[nH]1 | 102
Cc1c(C(=O)N2CCNCC2)[nH]c2ccc(Cl)cc2c1=O | 98
O=C1c2c(c3c4cccnc4[nH]c3c3ccc4ccccc4c23)C(=O)N1CCN1CCCCC1 | 35
CCOC(=O)/C(C#N)=C/Nc1ccc(Cl)nc1Cl | 96
CCC(=O)OC1=C(C)SC2=NC(c3ccc(Cl)cc3)=CC(c3cc(OC)c(OC)c(OC)c3)N21 (configuration not stated) | 98
Cc1ccc(S(=O)(=O)Nc2ccc3ccccc3c2)cc1 | 97
COc1ccc2[nH]c(O)c(N=NC(=O)c3ccc(S(N)(=O)=O)cc3)c2c1 | 100
Cn1c(=O)[nH]c(=O)c2nc3cc(-c4ccccc4)oc3nc21 | 95
C#Cc1nc(C(=O)NCCCCCCC(=O)NO)cs1 | -52*
O=C(C[n+]1ccc(-c2ccccn2)cc1)c1ccc(O)c(O)c1 | 110
O=C(CSc1nc2sc3c(c2c(=O)n1-c1ccc(Cl)cc1)CCCC3)N/N=C/c1ccc(Br)cc1 | 91
CCOC(=O)CCOc1cccc(N(CCO)CCO)c1 | 87
Cc1[nH]nc2c1C(c1cc3c(cc1[N+](=O)[O-])OCO3)C(C#N)=C(N)O2 (configuration not stated) | 96

Compounds shown so far containing a thiophene ring, fused or not:
SMILES | HL-60(TB)
CCO/C=N/C1=C(C#N)C(c2ccc(OC)cc2)c2sc3c(C)cccc3c2O1 (configuration not stated) | -19*
N#C/C(=C\c1ccc(-c2ccccc2F)o1)c1nc(-c2cccs2)cs1 | 101
O=C(CSc1nc2sc3c(c2c(=O)n1-c1ccc(Cl)cc1)CCCC3)N/N=C/c1ccc(Br)cc1 | 91

Remaining list, next part.
SMILES | HL-60(TB)
CCCCN(CCCC)CCCN1C(=O)c2ccccc2C1=O | 102
N#Cc1c(Nc2ccccc2)nn2c(-c3ccccc3)ccnc12 | 102
Cc1nn(-c2cc(=O)[nH]c3ccccc23)c(N)c1C#N | 102
O=S(=O)(NC1CCCCC1)c1ccc2c(c1)C(Br)c1cc(S(=O)(=O)NC3CCCCC3)ccc1-2 | 91
COC(=O)c1nc(N)nc(C(=O)OC)c1C(=O)c1cccnc1 | 109
O=C(N/N=C/c1ccccc1)c1cnc2n(c1=O)CCCCC2 | 116
CCOC(=O)N(C(C)C)[N+](=O)[O-] | 96
COc1cc(CNC(=O)CCCC/C=C/C(C)C)ccc1OCc1nnc(Nc2cccc(Cl)c2)o1 | 89
CCOC(=O)c1nn(-c2ccccc2)c2nc3nccc(-c4cc5c(ccc6ccccc65)oc4=O)c3c(=O)n12 | 69
COc1ccc(C)cc1N | 105
O=C1CCC(C(=O)NNc2cc(F)ccc2F)N1 (configuration not stated) | 43
CC(Sc1nc2sc3c(c2c(=O)n1-c1ccc(Cl)cc1)CCCC3)C(=O)Nc1nc(-c2ccc(Cl)cc2)cs1 (configuration not stated) | 98

Brought forward from above: 7 compounds, followed by the next part.
SMILES | HL-60(TB)
O=C(N/N=C/c1ccccc1)c1cnc2n(c1=O)CCCCC2 | 116
CCOC(=O)N(C(C)C)[N+](=O)[O-] | 96
COc1cc(CNC(=O)CCCC/C=C/C(C)C)ccc1OCc1nnc(Nc2cccc(Cl)c2)o1 | 89
CCOC(=O)c1nn(-c2ccccc2)c2nc3nccc(-c4cc5c(ccc6ccccc65)oc4=O)c3c(=O)n12 | 69
COc1ccc(C)cc1N | 105
O=C1CCC(C(=O)NNc2cc(F)ccc2F)N1 (configuration not stated) | 43
CC(Sc1nc2sc3c(c2c(=O)n1-c1ccc(Cl)cc1)CCCC3)C(=O)Nc1nc(-c2ccc(Cl)cc2)cs1 (configuration not stated) | 98
Cc1nc(N)nc(SCc2ccc([N+](=O)[O-])cc2)c1Br | 106
C/C(CC(C)(C)N1CC1)=N\O | 110
COc1cc(-c2ccc(-c3ccc(C(=N)N)nc3)s2)cc(OC)c1OC | -41*
CCOc1cccnc1/C=N/NC(N)=S | -17*
Oc1[nH]c2ccccc2c1Nn1c(N=N/C=c2/ccc3c(c2)C=NN=3)n[nH]c1=S | 139
Cc1ccc(N)cc1S(=O)(=O)O | 111&93
O=C1OC(c2nc3ccccc3s2)=C/C1=C\c1cccc([N+](=O)[O-])c1 | 104
O=c1oc2c(c(C(F)(F)F)nn2-c2ccccc2)c2ccccc12 | 102
CCOP(=O)(OCC)OC[C@]12CCC(C)(C)C=C1[C@H]1CC[C@@H]3[C@@]4(C)CC[C@H](OP(=O)(OCC)OCC)C(C)(C)[C@@H]4CC[C@@]3(C)[C@]1(C)CC2 | -22*
Cc1ccnc(Nc2ccc([N+](=O)[O-])c(NCCN3CCOCC3)n2)c1 | -15*
COc1ccc(C2(O)CCCCC2)cc1 | 96
CNC(=O)Oc1cc(C)c(OC(=O)NC)cc1C | 83
CCOC(=O)C(Cl)(C(=O)OCC)C(=O)OCC | 117
CS(=O)c1nc2nnc([N+](=O)[O-])c(=O)n2[nH]1 (configuration not stated) | 104
CCCCCN(CCCCC)C(C)=O | 105
c1ccc(Cc2nnc3sc(-c4csc5c4CCCC5)nn23)cc1 | 90
CS(=O)(=O)C1=CN(CCO)C(=O)N2CCN=C12 | 109
C/C1=C\[C@H](C)C[C@H](C)OC(=O)C[C@H](c2ccc(O)cc2)NC(=O)[C@@H](Cc2c(Br)[nH]c3ccccc23)N(C)C(=O)[C@H](C)NC(=O)[C@@H](C)C1 | -44*
Cn1cc(-c2noc(-c3cn(C)c4ncc(F)cc34)n2)c2ccccc21 | 86
CCn1cc(CNc2cc3cc(OC)c(OC)cc3c(C)n2)c(C)n1 | 102
CCN(CC)CCN(C(=O)C1c2ccccc2Oc2ccccc21)c1ccccc1 | 101
CC(Cc1cccc2ccccc12)C(C)(C(=O)Oc1ccccc1)C(=O)Oc1ccccc1 (configuration not stated) | 87
Cc1ccc(-c2cc(C(=O)N3N=C(c4ccc(N)cc4)CC3c3cc(-c4ccccc4)nn3-c3ccccc3)c3ccccc3n2)cc1 (configuration not stated) | 87
O=CNc1ncccn1 | 103
